# m-calpain inh – inhibitors of pig calpain II, primary screen, biochemical, fluorogenic peptide substrate, 1536-well; 220,000 tested, 0.37% active; purified calpain II, 30 min; inhibition, % at 16 µM;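 active = inhibition above about 50%, limit read from the data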
# RBBP9 inh – human RBBP9 inhibitors, primary screen, biochemical, fluorescence polarization, FP-Rh probe, HTS; recombinant RBBP9; inhibition, % at 7.94 µM; 220,000 tested, 0.2% active; AID 1515, 2009;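 active = inhibition above the campaign mean of all tested compounds plus 3 SD, cut at about 14% in these data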;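 note: plate controls were DMSO wells with RBBP9 for no effect and wells lacking RBBP9 protein for full effect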
# Target sequence (O75884 whole entry, looked up): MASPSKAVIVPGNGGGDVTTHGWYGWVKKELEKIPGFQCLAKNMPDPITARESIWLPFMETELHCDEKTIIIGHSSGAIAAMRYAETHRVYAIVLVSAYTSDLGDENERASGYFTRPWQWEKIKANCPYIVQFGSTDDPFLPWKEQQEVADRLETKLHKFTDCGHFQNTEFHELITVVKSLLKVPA
#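 System: RBBP9 protein / Buffer or medium: Tris/NaCl buffer pH 8.0 with 0.1% Pluronic / Probe or stimulus: Serine-hydrolase probe FP-Rh, 375 nM pre-mixing / Dosing: 7.94 µM single dose, 0.794% DMSO / Times: enzyme-compound preincubation 30 min, then probe labeling 45 min, 25 °C / Technique: fluorescence polarization (mP), excitation 525 nm, emission 598 nm / Replication: singlicate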
# Runt-CBFb FRET – inhibitors of RUNX1 Runt–CBFb binding, primary screen, biochemical, FRET, Cerulean-Runt, Venus-CBFb, uHTS; Cerulean-Runt/Venus-CBFb FRET ratio 530/480, 1 h; inhibition, % at 20 µM; 220,000 tested, 0.46% active; AID 1496, 2009;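 active = inhibition over about 50% at 20 µM in the single-dose screen, limit read from the data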;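 note: 0% = DMSO wells and 100% = excess unlabeled CBFb competitor control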
#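 Schedule: protein complex preformed 1 h, compound exposure 1 h, room temperature, dark; test system: Cerulean-labeled Runt domain protein; amount: 100 nM per protein; buffer or medium: Tris 50 mM pH 7.5, KCl, K2SO4, 0.01% BSA; read-out: loss of energy transfer signal; detection: FRET fluorescence; controls: 5 µM unlabeled CBFb as full-inhibition high control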
# Furin inhibitor – human furin inhibitors, primary screen, biochemical, fluorescence intensity; 220,000 tested, 0.061% active; purified furin, fluorogenic substrate cleavage; inhibition, % at 30 µM; AID 463115, 2010; P09958; in the data active = inhibition above about 25%; note: inactives centre near -15
# Target sequence (P09958 108-714 limits assumed): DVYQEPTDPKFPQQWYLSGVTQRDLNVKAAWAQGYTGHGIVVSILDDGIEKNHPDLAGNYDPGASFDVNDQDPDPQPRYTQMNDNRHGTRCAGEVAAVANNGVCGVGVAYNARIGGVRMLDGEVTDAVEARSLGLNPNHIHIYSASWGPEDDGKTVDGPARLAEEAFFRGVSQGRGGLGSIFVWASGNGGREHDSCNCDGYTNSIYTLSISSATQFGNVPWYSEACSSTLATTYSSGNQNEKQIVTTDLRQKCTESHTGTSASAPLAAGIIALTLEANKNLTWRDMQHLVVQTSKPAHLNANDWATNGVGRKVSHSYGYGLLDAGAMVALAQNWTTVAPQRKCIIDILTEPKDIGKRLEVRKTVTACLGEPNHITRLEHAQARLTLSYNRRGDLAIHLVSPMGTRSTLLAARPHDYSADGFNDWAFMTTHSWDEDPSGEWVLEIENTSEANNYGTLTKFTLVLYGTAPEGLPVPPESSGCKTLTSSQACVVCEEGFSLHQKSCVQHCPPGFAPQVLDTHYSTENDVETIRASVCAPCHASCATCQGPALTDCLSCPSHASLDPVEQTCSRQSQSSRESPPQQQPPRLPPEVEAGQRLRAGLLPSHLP
# EBV gp42 inh – Epstein-Barr virus gp42 inhibitors, primary screen, biochemical, uHTS, fluorescence polarization | Fluorescence polarization binding assay, mP read-out | inhibition, % (tested at 21.74 µM) | 220,000 tested, 0.42% active; in the data active = inhibition above about 50%
# Target sequence (Q1HVG2 whole entry, looked up): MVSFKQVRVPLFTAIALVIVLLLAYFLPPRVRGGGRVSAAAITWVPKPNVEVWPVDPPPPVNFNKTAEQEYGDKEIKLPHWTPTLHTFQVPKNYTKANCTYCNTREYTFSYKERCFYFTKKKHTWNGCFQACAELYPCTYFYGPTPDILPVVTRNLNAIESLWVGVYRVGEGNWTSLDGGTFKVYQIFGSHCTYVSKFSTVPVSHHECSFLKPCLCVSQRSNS
# p97 ATPase inh – inhibitors of human p97 ATPase, primary screen, biochemical. recombinant p97 ATPase, Kinase-Glo ATP luminescence, 3 h. inhibition, % at 8 µM. 220,000 tested, 0.42% active. AID 1481, 2009; in the data active = inhibition above about 15%;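 note: 0% = DMSO vehicle and 100% = wells lacking enzyme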
# Runt-SMMHC FRET – inhibitors of RUNX1 Runt–CBFb-SMMHC binding, primary screen, biochemical, FRET, Cerulean-Runt, Venus-CBFb-SMMHC, uHTS | Runt-related transcription factor 1 (Homo sapiens) + Core-binding factor subunit beta … | Cerulean-Runt/Venus-CBFb-SMMHC FRET ratio 530/480, 1 h | inhibition, % at 20 µM | 220,000 tested, 0.74% active;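 active = mean inhibition across duplicate retests at 20 µM reaching about 50%, limit read from the data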;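 note: 0% = DMSO wells and 100% = wells with excess untagged CBFb-SMMHC; inhibitors lower the FRET ratio by blocking Runt binding to CBFb-SMMHC; some results filed as inactive read as strong as hits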
# p47phox inh – p47phox/p22phox peptide binding inhibitors, primary screen, biochemical, uHTS, NADPH oxidase regulatory subunit. fluorescence polarization, 2 h. inhibition, % at 24.7 µM. 220,000 tested, 0.53% active;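 active = inhibition above about 30%, limit read from the data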;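 note: 0% = p47phox with labelled peptide and 100% = labelled peptide alone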
# Tb hexokinase – Trypanosoma brucei hexokinase 1 inhibitors, primary screen, biochemical, G6PDH-coupled NADH absorbance, MLSCN library. hexokinase 1 [Trypanosoma brucei]. recombinant TbHK1, G6PDH-coupled NADH A340. inhibition, % at 10 µM. 220,000 tested, 0.11% active;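 active = inhibition of 50% or more in the single-dose primary screen; inactive = inhibition below 50%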
# The depositor's hits bear a star; . = no result given; [ ] = another dose, or the depositor's remark.
SMILES,m-calpain inh,RBBP9 inh,Runt-CBFb FRET,Furin inhibitor,EBV gp42 inh,p97 ATPase inh,Runt-SMMHC FRET,p47phox inh,Tb hexokinase
O=C(N=Nc1c(O)[nH]c2ccc(Br)cc12)c1cc(-c2cccc3ccccc23)n[nH]1,-20,-13,-3,-5,10,-2,-32,-8,-11
O=C1CCCc2nc(NCc3ccco3)ncc21,21,-7,2,-5,-9,11,0,-16,-4
Cc1ccc(N2C(=O)c3ccccc3C2C(=O)c2cc(C)ccc2O)cc1 (stereo not drawn),-5,-2,15,-21,-15,10,1,-6,5
CCNC(=S)Nn1cnc2ccccc21,-17,-2,0,-29,-11,0,-1,0,10
O=C(CNC(=O)c1ccc(S(=O)(=O)N2CCCC2)cc1)N/N=C/c1ccc(Cl)cc1Cl,24,-7,-1,5,-8,-5,2,-2,1
COC(=O)c1ccc(CSc2ncnc3ccccc23)o1,-11,-8,1,-23,-26,1,-2,-10,-11
CNC(=S)N(CCc1c(C)[nH]c2ccc(Cl)cc12)Cc1cccs1,14,-9,-1,-18,20,0,1,-14,-3
CSCC(=O)N1CCCC(CNC(=O)c2ccc(-c3ccccc3)cc2)C1 (stereo not drawn),-9,-3,1,-18,-6,0,-5,-7,-2
CCn1cc(CN2CCN(Cc3ccsc3)C(CCO)C2)cn1 (stereo not drawn),7,1,-1,-17,-11,1,3,-9,2
COc1ccc(-c2cc(C(F)(F)F)nc(SCC(=O)NCc3cccs3)n2)cc1,-60,4,-3,-9[20 µM],-12,-6,0,-4,-4
COc1ccc2[nH]c3c(N4CCc5ccccc5C4)ncnc3c2c1,-138,-6,-1,-9,-9,0,-5,-47,-3
C=CCOc1ccc(/C=N/NC(=O)C(=O)Nc2ccccn2)cc1OC,-118,-6,-3,4,-7,4,2,0,-26
COC(OC)C12c3ccccc3C(c3ccccc31)C1C(=O)N(c3cccnc3)C(=O)C12 (stereo not drawn),-25,-4,2,-13,-1,5,1,0,0
COC(=O)C1CCN(CC(=O)NC(=O)NC2CCCCC2)CC1,-15,-5,-1,-23,-9,3,-1,-7,-2
Cc1cc(C)cc(S(=O)(=O)c2cnc3ccccc3n2)c1,-18,2,0,-24,-38,9,-3,-14,-11
CCOc1ccc(CCNC(=O)CSc2nnnn2C)cc1OCC,-10,-1,-1,2,-1,3,2,6,-1
N#Cc1ccc(OCc2nnc(SCC(=O)N3CCCc4ccccc43)n2-c2ccccc2)cc1,-1,2,-2,-11,-17,3,0,-18,-6
Cc1nc(N)sc1Cc1ccc2c(c1)OCO2,33,-10,4,-23,-6,6,4,-5,0
COc1cccc(NC(=S)N2CCn3c(nc4ccccc43)C2)c1,-22,-7,4,-23,-12,0,-1,1,-4
Cc1ccc(NC(=O)CN(C)C(=O)CSc2nc3ccccc3o2)cc1,-19,-3,-4,-8[20 µM],-6,-3,-3,-7,4
COc1ccc(N2CCN(CCCNS(=O)(=O)c3ccc4c(c3)oc(=O)n4C)CC2)cc1,-31,-7,2,-11,-9,6,0,-10,7
CC(=O)Oc1c(C)c(=O)n(C)c2ccccc12,-42,2,-2,-2,-16,2,1,-1,29
CCOC(=O)c1c(C)nc2c(C)cccn12,-7,-4,1,-21[20 µM],-16,6,-3,1,-1
COC(=O)c1ccc(CSC2=NCCS2)cc1,13,-1,6,-2,-3,3,-3,1,32
COC(=O)CN(c1ccccc1OC)S(=O)(=O)c1ccccc1,-49,-6,-1,-19[20 µM],6,-2,1,-9,-1
SMILES,m-calpain inh,RBBP9 inh,Runt-CBFb FRET,Furin inhibitor,EBV gp42 inh,p97 ATPase inh,Runt-SMMHC FRET,p47phox inh,Tb hexokinase
COCCn1cc(C(=S)N2CCCCC2)c2ccccc21,5,-2,0,-33,-13,0,-8,2,-3
COc1ccccc1NC(=S)NNC(=O)c1nn(C)c(C)c1Cl,-36,-5,7,-9[20 µM],-19,-3,-4,-10,-2
CCCn1c2c(c(O)c(C(=O)Nc3ccc(C)cn3)c1=O)CCCC2,.,-14,.,-15[20 µM],.,1,.,.,-2
CCCC(=O)NCCc1cc2ccc(C)c(C)c2[nH]c1=O,-10,-1,-1,-14,-16,-4,0,-10,-3
Cc1ncc(S(=O)(=O)C(C)(C)C)c(N)n1,-1,-1,0,-16,-14,7,1,2,3
O=C(NCCc1ccc(Cl)cc1)C1CC(=O)N(C2CCCCC2)C1 (stereo not drawn),.,-1,.,-34,.,2,.,.,2
Cc1ccc(OCC(=O)N2CCN(C(=O)c3cccc(F)c3)CC2)cc1,-8,-7,2,-17,-7,1,3,-5,-1
Cc1cc(NC(=O)CN2CCC(O)(c3cccc(F)c3)CC2)no1,-4,-2,2,24[20 µM],-10,2,1,-9,-3
CCOC(=O)Cc1csc(NC(=O)COc2ccccc2OC)n1,-26,-7,-1,-24,-11,-3,3,-2,-8
COc1cc(/C=N/NC(=O)C(=O)NCc2ccco2)cc(Cl)c1O,0,-4,12,-15,1,5,0,1,-32
Cc1cc(O)cc(=O)n1Cc1ccco1,-23,-12,-4,-12,-11,-2,-2,-11,-6
N#C/C(=C\Nc1ccc2c(c1)OCCO2)c1nc2ccccc2[nH]1,-9,-3,7,-13[20 µM],-15,-4,7,-16,-6
COc1ccc(CCN2CNc3c(c(=O)n(C)c(=O)n3C)C2)cc1OC,-14,4,1,-10,-7,-2,-8,-3,4
Cc1cccc(-n2ncc3c(N4CCOCC4)ncnc32)c1,16,-7,0,-5,-4,-5,1,6,6
CN(C)S(=O)(=O)c1cc(S(=O)(=O)N(C)C)c(Cl)cc1N,30,-3,-1,-29,-3,3,-5,-9,-20
COc1cc(NC(=O)C2CCCCN2)ccc1OCC(C)C (stereo not drawn),38,3,2,-14[20 µM],-13,2,3,-11,8
COc1ccc(CN2CCCCC2C(=O)Nc2ccc(OC)c(OCC(C)C)c2)cc1OC (stereo not drawn),11,2,-6,1[20 µM],-11,-2,-2,-4,-6
CC(=O)NC12CC3CC(C1)CC(C(=O)OCC(=O)NC(=O)c1cccn1C)(C3)C2,-4,-6,-2,-23,-18,0,3,-7,-3
NC(=O)CC(NC(=O)c1ccccc1)c1ccc(NCCc2cccc(F)c2)c([N+](=O)[O-])c1 (stereo not drawn),-9,.,-8,-33,-22,.,-6,-5,-7
COc1ccc(OC)c(-c2nnc(SCC(=O)N3CCCc4ccccc43)o2)c1,19,4,0,-23[20 µM],-10,3,1,-6,-24
CC(=O)c1ccc(NS(=O)(=O)c2c(C)cc(C)cc2C)cc1,4,-4,-2,-19,-1,5,-3,-5,-11
COCCNc1nc2c(c(=O)n(C)c(=O)n2C)n1Cc1cccc(C)c1,16,2,-1,-24,-8,-3,3,-8,-6
C=CCSc1nnc2c(n1)[nH]c1c(C)cccc12,-20,-1,-1,2,-24,-2,30,-21,-14
COc1cccc(C2c3[nH]c4ccccc4c3CCN2Cc2cccn2-c2ncccn2)c1 (stereo not drawn),-101,2,2,-28,7,7,7,-18,1
Nc1cc(C(F)(F)F)cc([N+](=O)[O-])c1N,31,-3,0,3,4,-5,0,6,6

# 17 successive records already listed:
SMILES,m-calpain inh,RBBP9 inh,Runt-CBFb FRET,Furin inhibitor,EBV gp42 inh,p97 ATPase inh,Runt-SMMHC FRET,p47phox inh,Tb hexokinase
CCOC(=O)Cc1csc(NC(=O)COc2ccccc2OC)n1,-26,-7,-1,-24,-11,-3,3,-2,-8
COc1cc(/C=N/NC(=O)C(=O)NCc2ccco2)cc(Cl)c1O,0,-4,12,-15,1,5,0,1,-32
Cc1cc(O)cc(=O)n1Cc1ccco1,-23,-12,-4,-12,-11,-2,-2,-11,-6
N#C/C(=C\Nc1ccc2c(c1)OCCO2)c1nc2ccccc2[nH]1,-9,-3,7,-13[20 µM],-15,-4,7,-16,-6
COc1ccc(CCN2CNc3c(c(=O)n(C)c(=O)n3C)C2)cc1OC,-14,4,1,-10,-7,-2,-8,-3,4
Cc1cccc(-n2ncc3c(N4CCOCC4)ncnc32)c1,16,-7,0,-5,-4,-5,1,6,6
CN(C)S(=O)(=O)c1cc(S(=O)(=O)N(C)C)c(Cl)cc1N,30,-3,-1,-29,-3,3,-5,-9,-20
COc1cc(NC(=O)C2CCCCN2)ccc1OCC(C)C (stereo not drawn),38,3,2,-14[20 µM],-13,2,3,-11,8
COc1ccc(CN2CCCCC2C(=O)Nc2ccc(OC)c(OCC(C)C)c2)cc1OC (stereo not drawn),11,2,-6,1[20 µM],-11,-2,-2,-4,-6
CC(=O)NC12CC3CC(C1)CC(C(=O)OCC(=O)NC(=O)c1cccn1C)(C3)C2,-4,-6,-2,-23,-18,0,3,-7,-3
NC(=O)CC(NC(=O)c1ccccc1)c1ccc(NCCc2cccc(F)c2)c([N+](=O)[O-])c1 (stereo not drawn),-9,.,-8,-33,-22,.,-6,-5,-7
COc1ccc(OC)c(-c2nnc(SCC(=O)N3CCCc4ccccc43)o2)c1,19,4,0,-23[20 µM],-10,3,1,-6,-24
CC(=O)c1ccc(NS(=O)(=O)c2c(C)cc(C)cc2C)cc1,4,-4,-2,-19,-1,5,-3,-5,-11
COCCNc1nc2c(c(=O)n(C)c(=O)n2C)n1Cc1cccc(C)c1,16,2,-1,-24,-8,-3,3,-8,-6
C=CCSc1nnc2c(n1)[nH]c1c(C)cccc12,-20,-1,-1,2,-24,-2,30,-21,-14
COc1cccc(C2c3[nH]c4ccccc4c3CCN2Cc2cccn2-c2ncccn2)c1 (stereo not drawn),-101,2,2,-28,7,7,7,-18,1
Nc1cc(C(F)(F)F)cc([N+](=O)[O-])c1N,31,-3,0,3,4,-5,0,6,6

# Other records:
SMILES,m-calpain inh,RBBP9 inh,Runt-CBFb FRET,Furin inhibitor,EBV gp42 inh,p97 ATPase inh,Runt-SMMHC FRET,p47phox inh,Tb hexokinase
CC(=O)/C=C1/SC(CC(=O)O)C(=O)N1c1ccccc1 (stereo not drawn),-20,-9,1,-7[20 µM],-11,0,2,-1,-5
Cc1ccc(OCCN2C(=O)NC3(CCc4ccccc4C3)C2=O)cc1 (stereo not drawn),1,-3,-4,-11,9,-4,1,-8,-3
C=CCC1Cc2c(cccc2[N+](=O)[O-])C(CC=C)N1 (stereo not drawn),-10,-3,-2,-21,-2,0,-2,0,-6
CCn1cc(C(=O)OCC(=O)c2cc(C)n(-c3ccccc3F)c2C)c(=O)c2ccc(C)nc21,-15,-1,-1,-5,-4,4,0,-10,35
COc1ccc2c(CC(=O)OCC(=O)NC(N)=O)coc2c1,-4,-6,2,-4,-5,3,2,-9,0
Cc1nn(Cc2ccc([N+](=O)[O-])cc2)c(=O)n1-c1ccc(F)cc1,19,-6,1,-19[20 µM],-17,1,12,-5,5
N/C(=N\OC(=O)CCCc1ccccc1)c1cccnc1,4,-9,-2,-23,-7,4,1,-8,-1

# Screening results (PubChem)
